CDK5 p35 inh: inhibitors of human CDK5/p35 kinase. Q00535+Q15078. Recombinant CDK5/p35, ADP-Glo luminescence, 60 min. inhibition, % at 10 µM. 330,000 tested, 0.01% active. AID 488839;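 active = highest replicate inhibition of at least 50% and at least 75% of replicates reaching 50%; inconclusive = only one of the two criteria met; inactive = both criteria failed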;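 also: plate controls were DMSO neutral control for no effect and GW8510 at 10 µM for full effect; many of its hits are not listed in these tables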
MITF act: activators of MITF-driven TRPM1 promoter activity in SK-MEL-5 cells; SK-MEL-5 TRPM1-promoter luciferase, 24 h; % of positive control, neutral wells = 0; 300,000 tested, 0.75% active; AID 588334; activation, % at 12.5 µM;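 active = mean activation of at least 80% with every replicate also reaching 80%; inconclusive = mean reaches 80% but some replicate falls short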;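 also: 0% = neutral control wells and 100% = parthenolide positive control wells; values of inactives mirror those of a sister screen read the other way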
CAL PDZ FP-1: inhibitors of human CAL PDZ peptide binding; Q9HD26; purified CAL PDZ, TMR-peptide fluorescence polarization, 1 h; inhibition, % at 20 µM; 330,000 tested, 0.02% active; AID 504414;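 active = highest replicate inhibition of at least 40%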;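 also: plate controls were DMSO neutral control wells for no effect and unlabeled competitor peptide control wells for full effect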
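Test system: tagged CAL PDZ domain / Buffer or medium: sodium phosphate/NaCl buffer pH 7.4 with TCEP, IgG, Thesit / Reagent: TMR-labelled reporter peptide T*-PRC34 bound in PDZ groove / Compound dosing: single point, 20 µM / Schedule: 1 h incubation at room temperature before polarization reading / Technique: fluorescence polarization (mP) / Benchmarks: unlabelled peptide, DMSO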
Tat transport: E. coli Tat transport inhibition; E. coli MC4100 TorA-mCherry Tat export, fluorescence; inhibition, % at 10 µM; 340,000 tested, 0.036% active; AID 488895;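 active = mean replicate inhibition at least 50% and at least half of replicates individually reaching 50%; inconclusive = only one of the two criteria met; inactive = neither criterion met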;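 also: exported cargo escapes ClpAP degradation while cytoplasmic cargo is degraded and loses fluorescence; 0% = median of neutral control wells and 100% = median of NaSCN control wells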
V-ATPase pH: alters yeast V-ATPase proton transport; response, % at 10 µM; S. cerevisiae, pHLuorin cytosolic pH fluorescence; 350,000 tested, 0.37% active; in the data active = response mostly above about 7.3%, no sharp cut-off; inactive = mostly below about 5.4%; also: actives read high; inactives centre near 0; some compounds called inactive have numbers as strong as hits
CAL PDZ FP-2: CAL PDZ (human) peptide binding inhibition; inhibition, % at 24.9 µM; 300,000 tested, 0.92% active; AID 602252; purified CAL PDZ, TMR-peptide fluorescence polarization, 1 h;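 active = mean inhibition of at least 30% with at least half of replicates also reaching 30%; inconclusive = no clear call, values can overlap the other calls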;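 also: 0% = DMSO neutral control and 100% = excess unlabeled competitor peptide PRC23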
dFosB activator: mouse delta FosB homodimer activation | purified delta FosB, TAMRA-CDK5 oligo fluorescence polarization; percent of positive-control signal above neutral wells | activation, % at 25 µM | 340,000 tested, 0.99% active | P13346;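 active = mean activation above about 17%, with every replicate also reaching it, limit read from the data, passing the limit was not always enough; inconclusive = only one of the two conditions met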;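 also: fluorescence polarization rise as delta FosB binds a TAMRA Cdk5 AP-1 oligo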
Target sequence (P13346 whole entry, looked up): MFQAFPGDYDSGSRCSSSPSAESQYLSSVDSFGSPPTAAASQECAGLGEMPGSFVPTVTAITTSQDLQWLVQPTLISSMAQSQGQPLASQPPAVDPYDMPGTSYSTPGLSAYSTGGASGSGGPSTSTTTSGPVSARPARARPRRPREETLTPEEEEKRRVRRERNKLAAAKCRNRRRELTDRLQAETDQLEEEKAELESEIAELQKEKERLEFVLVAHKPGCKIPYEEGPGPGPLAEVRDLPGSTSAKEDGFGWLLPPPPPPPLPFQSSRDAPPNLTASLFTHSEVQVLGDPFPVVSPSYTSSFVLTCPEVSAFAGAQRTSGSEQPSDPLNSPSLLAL
cardiac RTF act: cardiac RTF calcium sensitization | 340,000 tested, 0.24% active | P19429+P45379 | IANBD-labeled TnC RTF fluorescence at EC20 calcium; 0% EC20 calcium, 100% full calcium | activation, % at 7.2 µM;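 active = activation above the mean over all tested compounds plus 3 SD, cut at about 30% in these data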;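 also: rise in fluorescence read as greater calcium sensitivity of cardiac thin filaments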
Wnt act: activates Wnt/beta-catenin signaling in a reporter cell assay. activator, plate reader. activation, % at 9.35 µM. 300,000 tested, 1.2% active; in the data active = activation above about 30%, passing the limit was not always enough; inconclusive = no clear call, values can overlap the other calls;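 also: 0% = neutral control wells and 100% = positive control wells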
Rtt109 HAT inh: blocks Candida albicans Rtt109/Vps75 acetyltransferase activity; inhibition, % at 34.9 µM; Q5AAJ8; 330,000 tested, 0.16% active; AID 540336; purified Rtt109/Vps75, ThioGlo CoA-SH fluorescence, 4 h;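 active = inhibition of at least 50% in every replicate; inconclusive = best replicate reaches 50% inhibition but some replicates fall short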
Target sequence (Q5AAJ8 whole entry, looked up): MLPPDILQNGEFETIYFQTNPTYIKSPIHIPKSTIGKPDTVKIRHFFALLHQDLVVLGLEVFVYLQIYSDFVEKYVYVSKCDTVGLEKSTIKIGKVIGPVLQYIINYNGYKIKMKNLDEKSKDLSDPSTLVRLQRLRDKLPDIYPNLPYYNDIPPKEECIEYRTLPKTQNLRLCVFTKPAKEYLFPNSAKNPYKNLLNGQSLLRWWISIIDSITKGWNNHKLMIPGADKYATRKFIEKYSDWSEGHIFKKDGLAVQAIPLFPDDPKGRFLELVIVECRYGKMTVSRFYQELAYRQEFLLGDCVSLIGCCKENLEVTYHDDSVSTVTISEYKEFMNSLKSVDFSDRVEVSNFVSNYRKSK
Numbers without * were called inactive; ? = inconclusive; . = not tested or not shown.

SMILES | CDK5 p35 inh | MITF act | CAL PDZ FP-1 | Tat transport | V-ATPase pH | CAL PDZ FP-2 | dFosB activator | cardiac RTF act | Wnt act | Rtt109 HAT inh
COc1nc(NCc2ccc(Cl)cc2)nc(OC)n1 | -0.3 | 16 | -0.6 | -3 | 3 | -1 | 1 | -2 | . | -2
CCCC(C)NS(=O)(=O)c1ccccc1 (stereo unspecified) | 0.8 | -7 | -1.5 | 3 | 2 | -4 | 3 | 0 | . | .
CCCCCn1c(=O)[nH]c2cc(C(=O)N3CCN(C(=O)OCC)CC3)ccc2c1=O | 0.3 | -8 | 0.3 | 1 | 4 | -5 | -8 | -1 | -5 | -2
Cc1ccc(O)c(C(CC(=O)NCc2cccnc2)c2ccccc2)c1 (stereo unspecified) | -0.5 | -6 | -0.4 | 1 | 0 | 2 | -2 | 1 | 0 | 1
O=C1C2ON(c3ccccc3)C(c3cccnc3)C2C(=O)N1Cc1ccccc1 (stereo unspecified) | -2.4 | -11 | 0.0 | 2 | 1 | -2 | -9 | 4 | . | 18
Cn1c(N)c(C(=O)Nc2ccc3ccccc3c2)sc1=S | -1.4 | 107* | -2.0 | 1 | 2 | . | 8 | 3 | . | -2
N#Cc1nc(Nc2cc(F)cc(F)c2)c2ncn(CC(F)F)c2n1 | 1.3 | 58 | -1.4 | 14 | 0 | -6 | -12 | 4 | 20 | -4
COc1ccc(N2CC(C(=O)NCCc3ccc(OC)c(OC)c3)CC2=O)cc1 (stereo unspecified) | -0.7 | . | -0.9 | -10 | 5 | 0 | -11 | 4 | -9 | -2
O=C(Nc1cc(N2CCCCC2)ncn1)c1ccccc1 | 3.6 | -1 | . | -3 | -7 | -3 | -11 | 1 | -1 | 0
COc1ccc(Br)cc1S(=O)(=O)N1CCCc2ccccc21 | -0.5 | . | 0.1 | -1 | 1 | -5 | -4 | 2 | -2 | -2
COc1ccc(OC)c(NC(=O)CSc2nnc(N)s2)c1 | -1.2 | . | -0.6 | 3 | 3 | -3 | -5 | 3 | ? | -6
O=C(NCCCN1CCOCC1)c1c(F)cccc1F | -2.3 | 0 | -1.8 | -3 | -2 | -17 | 2 | 4 | -1 | -1
COC(=O)c1sccc1NC(=O)Nc1cc(C)ccc1C | -1.5 | -13 | -1.9 | -1 | -3 | -7 | 1 | 6 | -3 | -6
CCO[C@H]1OC(C(=O)Nc2ccccc2)=C[C@@H](c2ccc(Br)cc2)[C@@H]1CCCO | 1.8 | -2 | 0.1 | 11 | -2 | -1 | -6 | -7 | -4 | -1
O=C(NCc1ccncc1)c1cc(C(=O)C2CCCCC2)c[nH]1 | -0.5 | -6 | 0.1 | 0 | 3 | -1 | 1 | -2 | 0 | 9
CCOCCCNC(=O)CN1N=C(c2ccc(C)cc2)CCC1=O | 0.5 | -4 | -0.6 | -6 | -2 | -2 | -4 | -3 | 4 | 10
CCc1ccccc1NC(=O)CN(C)C(=O)CSc1nc2cc(Cl)ccc2s1 | 2.7 | -6 | -1.3 | 4 | 8 | -4 | -12 | 2 | -3 | 3
CCOC(=O)Cc1csc(NC(=O)c2ccc(S(=O)(=O)N3CCCC3)cc2)n1 | 0.6 | -11 | -3.2 | 11 | 2 | -2 | -9 | 0 | 4 | 0
CC(=O)N[C@@H](C)C(=O)OC(C)C(=O)Nc1cccc([N+](=O)[O-])c1 (stereo partly specified) | 1.7 | -4 | -1.8 | -4 | -3 | -2 | 0 | 6 | -1 | -2
S=c1[nH]nc(-c2ccco2)n1/N=C/c1ccc(Cl)c(Cl)c1 | 1.0 | -9 | -1.0 | -6 | 1 | -2 | -6 | 2 | 2 | 0
CC(C)(C)CC(C)(C)NCC(=O)Nc1c2c(nc3ccccc13)CCC2 | -0.5 | 2 | 0.1 | -6 | -2 | . | -15 | 0 | 2 | 12
CCn1c(-c2cc(Br)ccc2O)n[nH]c1=S | 1.4 | 0 | 2.0 | 13 | 4 | -2 | -1 | 7 | -5 | 1
NS(=O)(=O)c1ccc(CCNC(=O)Cc2c[nH]c3ccccc23)cc1 | 4.7 | 10 | -2.9 | 2 | 4 | 5 | -2 | 4 | -1 | -4
CCn1c(C)c(C)c2cc(C(=O)N3CCN(c4cccc(C)c4C)CC3)ccc21 | . | 1 | -1.3 | 14 | 0 | -4 | 6 | -1 | -4 | 6
Cc1ccc2nsnc2c1S(=O)(=O)N(Cc1cc2cccc(C)c2[nH]c1=O)CC1CCCO1 (stereo unspecified) | -0.7 | -9 | . | 5 | -1 | -10 | -1 | -5 | . | 1
CCCCOc1ccc(OCCSc2nc3ccccc3n2CC(=O)O)cc1 | -0.5 | . | -1.1 | -2 | -3 | . | -7 | -1 | 0 | 6
CCOc1cc(CNc2ccc(N3CCOCC3)cc2)cc(Br)c1OCC | 1.4 | -10 | 0.1 | 1 | 2 | -1 | -8 | -2 | . | -1
COc1ccc(NC(C)=O)cc1S(=O)(=O)N1CCn2cccc2C1C (stereo unspecified) | 0.8 | 9 | -1.4 | 2 | 9 | -2 | -5 | 2 | -1 | 4
O=C(O)CCCCCNS(=O)(=O)c1cccc2c1C(=O)c1ccccc1C2=O | 0.7 | -42 | 0.3 | -6 | 3 | -3 | -9 | 7 | 0 | 3
Cc1cc(Br)ccc1OCC(=O)NNC(=O)C(=O)Nc1ccccc1 | -2.0 | 13 | -1.3 | -3 | -2 | -3 | ? | 1 | -1 | -3
CC(C)Cc1nnc(NC(=O)c2ccc(S(=O)(=O)N3CCCC3)cc2)s1 | -0.6 | -1 | -1.4 | -5 | 2 | 3 | -12 | 14 | -1 | -1
Cc1ccc(SC[C@H](c2ccccc2)N2CCN(C)CCC2=O)cc1 | 1.1 | 69 | -0.5 | 0 | 5 | -1 | -4 | -6 | 17 | 4
O=C(CN1C(=O)NC(c2ccccc2)(c2ccccc2)C1=O)NC1CCCC1 | 1.6 | -3 | 0.9 | 1 | -1 | -2 | -13 | -5 | 0 | 5
CCc1cc(S(=O)(=O)N2CCN(C(=O)c3ccco3)CC2)ccc1OC | 0.8 | . | 16 | 12 | 1 | -3 | -9 | 5 | 0 | 2
COC(=O)CC(NC(=O)CN1CCN(c2ccc(F)cc2)CC1)c1cccc(F)c1 (stereo unspecified) | 0.1 | 11 | -0.3 | 0 | 0 | -5 | -7 | -1 | -1 | -19
COc1ccccc1N1CCN(C(=O)c2cc(=O)c3ccc(C)cc3o2)CC1 | -0.6 | -7 | -1.1 | 10 | 0 | 1 | -6 | -5 | 0 | -6
COC(=O)c1c(NC(=O)CN2CCN(c3ncccn3)CC2)sc(C(N)=O)c1C | -0.9 | -23 | -2.4 | -3 | 1 | -4 | -12 | -8 | 17 | 20
O=c1[nH]c(C2C3CC4CC(C3)CC2C4)nc2ccccc12 (stereo unspecified) | -1.4 | 2 | 1.0 | 4 | 0 | -1 | 2 | 8 | -1 | -3
CC(C)c1ccc(NC(=S)NC2CCCCCC2)cc1 | 0.8 | 62 | -0.7 | -4 | 2 | -3 | -10 | 2 | -1 | 0
c1ccc(CNc2ncnc3c2oc2ccccc23)nc1 | 4.3 | 45 | -3.7 | -9 | 0 | 1 | -14 | 6 | 56* | -2
Cc1cc(=O)n(C)c2ccc(S(=O)(=O)N3CCOCC3)cc12 | -1.1 | . | -0.8 | -2 | -2 | -2 | 9 | -9 | 1 | 13
COc1ccc(Br)cc1/C=C/C(=O)c1ccc(NC(C)=O)cc1 | -1.2 | -81 | -0.9 | 2 | -1 | -4 | -5 | 6 | -9 | 0
CSC(=NCc1ccco1)NC#N | -2.9 | -8 | -1.1 | 9 | -2 | -2 | 6 | 17 | 0 | 12
CC(=O)Nc1ccc(S(=O)(=O)N2CCn3cccc3C2C)cc1 (stereo unspecified) | 0.0 | -31 | -1.6 | -8 | -3 | 8 | -6 | 7 | 2 | -1
O=C1NC2(CCCCCC2)C(=O)N1Cc1ccccc1Cl | -0.2 | -5 | -0.7 | -5 | 0 | 30 | -4 | 4 | 2 | 4
Nc1ccc(-c2nc3ccc(N)cc3o2)cc1 | 1.6 | 4 | -1.7 | 1 | -2 | 0 | -10 | 9 | 17 | 2
CS(=O)(=O)c1ccc(NCC2CCCO2)c([N+](=O)[O-])c1 (stereo unspecified) | 0.5 | -6 | -0.5 | 0 | -2 | -2 | 3 | 7 | 1 | 8
CC(C)COC(=O)C1C2C=CC3(CN(C4CCCC4)C(=O)C13)O2 (stereo unspecified) | 0.9 | 5 | 0.2 | 3 | 2 | -4 | -1 | -4 | -3 | -1
S=c1[nH]c(-c2ccc(Cl)cc2)cs1 | 4.5 | 78 | -1.8 | -3 | 2 | -3 | -1 | 2 | 0 | 8
Cc1[nH]n(-c2cccc3ccccc23)c(=O)c1/C=N/NC(=O)c1cccc([N+](=O)[O-])c1 | -0.5 | -10 | -2.7 | 11 | 2 | -9 | -7 | -3 | -4 | -1
CCN1CCCC1CNC(=O)c1cc2c(OC)c(OC)c(OC)cc2[nH]1 (stereo unspecified) | 0.7 | 0 | -1.5 | 1 | 1 | -5 | -5 | 3 | -2 | -5
CC(C)CN1CCN(Cc2cnc(N3CCOCC3)s2)CC1CCO (stereo unspecified) | 1.1 | -10 | -1.5 | -8 | -2 | -3 | 2 | -4 | -4 | -11
COc1ccc(CCN(Cc2ccccn2)C(=S)Nc2ccccc2C)cc1OC | -2.5 | -3 | -2.1 | -3 | 4 | 10 | -13 | 0 | -1 | -2
COc1cccc2cc(C(=O)n3ccc(C)n3)c(=O)oc12 | -0.4 | 5 | -0.2 | -7 | 10 | . | -1 | -2 | . | -1
CCCCN(C(=O)c1ccc(S(=O)(=O)N(C)c2ccccc2)cc1)c1c(N)n(CCC)c(=O)[nH]c1=O | -8.3 | 5 | -1.7 | -3 | -3 | . | -9 | -2 | 4 | -3
O=C(Nc1ccc(-c2nnc(-c3ccccc3)o2)cc1)C(F)(F)F | -1.5 | 64 | -2.1 | 2 | 1 | -4 | 1 | 2 | . | -4
C=C(C)COc1ccc(-c2nc(N)nc(C)c2-c2ccc(OC)cc2)c(O)c1 | 0.6 | -1 | -1.9 | 0 | 3 | 0 | -1 | 0 | 4 | 0
CCOc1ccc2c(c1)c1nc3ccccc3nc1n2C | -0.9 | -2 | -0.2 | -1 | 6 | 0 | -2 | -5 | 4 | 9
COc1ccc(C(CNC(=O)c2ccc(N3CCCC3=O)cc2)N2CCCC2)cc1 (stereo unspecified) | -0.7 | 18 | 1.1 | -11 | 2 | 3 | -17 | -5 | -2 | 3

Sorted by value in CDK5 p35 inh (lowest first): 3 from the list above.
| molecule | CDK5 p35 inh |
| --- | --- |
| O=C(Nc1ccc(-c2nnc(-c3ccccc3)o2)cc1)C(F)(F)F | -1.5 |
| CC(C)CN1CCN(Cc2cnc(N3CCOCC3)s2)CC1CCO (stereo unspecified) | 1.1 |
| S=c1[nH]c(-c2ccc(Cl)cc2)cs1 | 4.5 |

High-throughput results as filed in PubChem.
